KDM4C inh: blocks human GASC-1 (KDM4C) demethylase activity. Q9H3R0. GST-KDM4C 2-372, H3K9me3 peptide, LANCE TR-FRET. inhibition, % at 12.5 µM. 96,000 compounds, 0.15% hits;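 active = mean replicate inhibition above about 25%, with at least 55% of replicates also reaching it, limit read from the data, passing the limit was not always enough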
Target sequence (Q9H3R0 2-372 limits assumed): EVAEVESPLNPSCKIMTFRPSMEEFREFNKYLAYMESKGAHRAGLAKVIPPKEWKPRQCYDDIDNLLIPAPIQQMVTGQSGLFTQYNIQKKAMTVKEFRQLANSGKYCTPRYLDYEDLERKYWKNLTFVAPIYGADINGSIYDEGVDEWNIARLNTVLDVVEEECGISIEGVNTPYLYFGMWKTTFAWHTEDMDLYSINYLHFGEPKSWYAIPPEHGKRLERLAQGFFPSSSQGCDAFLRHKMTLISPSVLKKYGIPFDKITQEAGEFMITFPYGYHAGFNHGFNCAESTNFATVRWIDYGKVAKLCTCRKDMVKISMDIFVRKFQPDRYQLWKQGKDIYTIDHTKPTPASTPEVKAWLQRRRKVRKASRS
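Assay system: GST-GASC-1 enzyme fragment 2-372 | Amount: 10 nM enzyme | Medium: HEPES buffer, pH 7.5, plus ascorbate | Reagent: H3K9me3 peptide substrate, Fe(II), 2-oxoglutarate | Doses: Single-point compound screen | Incubation: 30 min demethylation and 1 h detection at room temperature | Measured by: LANCE TR-FRET, excitation 340 nm, emissions 618 and 671 nm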
Pf Dd2 growth: blocks growth of Plasmodium falciparum Dd2 parasites; 94,000 compounds, 2.3% hits; AID 1159554; activity change, % at 10 µM; P. falciparum Dd2 growth, SYBR Green, 72 h; stronger effect = lower value; in the data active = activity change below about -80%
Tcruzi prolif: inhibitors of T. cruzi proliferation | T. cruzi beta-gal in NIH3T3, GalScreen luminescence, 90 h | inhibition, % at 8.34 µM | 77,000 compounds, 5.9% hits | AID 624255;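 active = mean inhibition above about 93%, with at least 55% of replicates each passing it, limit read from the data, passing the limit was not always enough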
C diff growth: blocks growth of Clostridium difficile; AID 1259249; growth activity, negative = inhibition, % at 16 µg/mL (by protocol); Clostridium difficile clinical isolate growth, OD600, 24 h; stronger effect = lower value; 86,000 compounds, 0.25% hits;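 active = mean growth activity at or below -80% and every replicate also at or below -80%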;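 also: 0% = DMSO wells and -100% = levofloxacin 16 µg/mL wells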
Starred values were filed as active, the others as inactive; . = no result given; & = joins results of further samples.

structure,KDM4C inh,Pf Dd2 growth,Tcruzi prolif,C diff growth
C[C@@H](O)C#Cc1ccc([C@@H]2[C@@H](CO)N3CCCCN(C(=O)Nc4ccccc4)C[C@H]23)cc1,1.8,-29.5,24.3,-8.9
CCOC(=O)N(C)C[C@H]1OCc2cnnn2CCCC(=O)N([C@@H](C)CO)C[C@H]1C,1.3,-10.8,7.1,.
C[C@H](CO)N1C[C@H](C)[C@@H](CN(C)Cc2ccc(C(=O)Nc3ccccc3N)cc2)OCc2cn(nn2)CCCC1=O,1.0,2.2,49.3,6.7
N#Cc1ccc(-c2ccc([C@H]3[C@H]4CN(S(=O)(=O)c5ccccc5)CCCCN4[C@H]3CO)cc2)cc1,-1.9,-6.7,113.7*,3.9
Cc1ccc(S(=O)(=O)Nc2ccc3c(c2)CC(=O)N([C@H](C)CO)C[C@H](C)[C@H](CN(C)S(=O)(=O)c2c(C)noc2C)O3)cc1,0.0,-6.3,29.0,-7.8
C[C@H](CO)N1C[C@H](C)[C@H](CN(C)C)Oc2ccc(NC(=O)c3ccncc3)cc2CC1=O,0.4,7.0,.,-1.7
CCNC(=O)C[C@@H]1CC[C@@H]2[C@H](COC[C@H](O)CN2C(=O)Nc2cccc(OC)c2)O1,1.7,20.8,.,2.4&0.4
COc1ccc(S(=O)(=O)N(C)C[C@@H]2Oc3ccc(NC(=O)Nc4cccc5ccccc45)cc3CC(=O)N([C@@H](C)CO)C[C@H]2C)cc1,-1.9,-68.3,1.5,-4.0
C[C@H]1CCCCO[C@H](CN(C)C(=O)Nc2cccc3ccccc23)[C@@H](C)CN([C@@H](C)CO)C(=O)c2cc(NC(=O)Nc3ccc(F)cc3)ccc2O1,-2.3,7.7,17.3,-13.8
Cc1noc(C)c1S(=O)(=O)N(C)C[C@@H]1Oc2ccc(NC(=O)C3CCCCC3)cc2CC(=O)N([C@H](C)CO)C[C@@H]1C,-1.3,-19.2,-7.3,-3.6

Three neighbouring compounds already listed:
structure,KDM4C inh,Pf Dd2 growth,Tcruzi prolif,C diff growth
COc1ccc(S(=O)(=O)N(C)C[C@@H]2Oc3ccc(NC(=O)Nc4cccc5ccccc45)cc3CC(=O)N([C@@H](C)CO)C[C@H]2C)cc1,-1.9,-68.3,1.5,-4.0
C[C@H]1CCCCO[C@H](CN(C)C(=O)Nc2cccc3ccccc23)[C@@H](C)CN([C@@H](C)CO)C(=O)c2cc(NC(=O)Nc3ccc(F)cc3)ccc2O1,-2.3,7.7,17.3,-13.8
Cc1noc(C)c1S(=O)(=O)N(C)C[C@@H]1Oc2ccc(NC(=O)C3CCCCC3)cc2CC(=O)N([C@H](C)CO)C[C@@H]1C,-1.3,-19.2,-7.3,-3.6

Carrying on.
structure,KDM4C inh,Pf Dd2 growth,Tcruzi prolif,C diff growth
COCCNC(=O)C[C@H]1C[C@H]2c3cc(NC(=O)CC4CC4)ccc3O[C@H]2[C@H](CO)O1,-4.2,19.6,1.1,-0.5
COc1ccc(C#Cc2ccc([C@@H]3[C@H]4CN(C(=O)Nc5ccccc5F)CC(=O)N4[C@H]3CO)cc2)cc1,-1.3,-25.2,.,-1.8
N#C[C@@H]1[C@@H](c2ccc(C#CC3CCCC3)cc2)[C@H](CO)N1C(=O)c1cccc(F)c1,-0.6,-55.1,.,-5.0
CN(C)CC(=O)Nc1ccc2c(c1)[C@H]1C[C@@H](CC(=O)NCc3cccnc3)O[C@@H](CO)[C@H]1O2,2.3,1.2,-5.8,-3.3
C/C=C/c1ccc2c(c1)O[C@H](CN(C)C(=O)Cc1ccccc1)[C@@H](C)CN([C@@H](C)CO)S2(=O)=O,-0.1,-56.7,.,-7.2
CCCC#Cc1cnc2c(c1)C(=O)N([C@@H](C)CO)C[C@H](C)[C@H](CN(C)Cc1cccnc1)O2,0.2,8.1,-16.9,2.1
C[C@H](CO)N1C[C@H](C)[C@@H](CN(C)CC2CCCCC2)Oc2c(NS(=O)(=O)c3cccs3)cccc2C1=O,0.6,39.5,26.4,4.7
COCC(=O)Nc1ccc2c(c1)OC[C@@H](C)N(C(=O)c1ccncc1)C[C@@H](C)[C@H](OC)CN(C)C2=O,3.0,18.4,-18.3,.
CCCNC(=O)N(C)C[C@@H]1Oc2ncc(-c3ccc(C(=O)N(C)C)cc3)cc2C(=O)N([C@@H](C)CO)C[C@@H]1C,-1.6,27.8,-35.3,-0.4
CO[C@H]1CN(C)C(=O)c2ccc(NC(=O)CC(F)(F)F)cc2OC[C@H](C)N(C(C)=O)C[C@@H]1C,-0.3,36.1,.,-5.6

(next part)
structure,KDM4C inh,Pf Dd2 growth,Tcruzi prolif,C diff growth
C[C@H](CO)N1C[C@H](C)[C@H](CN(C)C(=O)Nc2ccc3c(c2)OCO3)Oc2ccc(NC(=O)Nc3ccc(C(F)(F)F)cc3)cc2CC1=O,-1.9,-0.3,38.6,12.3
O=C(Nc1ccccc1)N1CC(=O)N2[C@@H](CO)[C@@H](c3ccc(C#Cc4cccnc4)cc3)[C@@H]2C1,-1.3,-14.4,.,-9.9
CCCNC(=O)N1[C@H](CNC(=O)c2ccccc2)[C@@H](c2ccccc2)[C@@H]1CO,0.2,-14.3,73.2,1.6
C[C@@H]1CCCCO[C@@H](CN(C)Cc2ccc(Cl)c(Cl)c2)[C@H](C)CN([C@H](C)CO)C(=O)c2cc(NC(=O)Nc3ccc(C(F)(F)F)cc3)ccc2O1,11.9,-85.9*,51.1,21.0
C[C@@H]1CN([C@H](C)CO)C(=O)CCCn2cc(nn2)CO[C@@H]1CN(C)Cc1cccc(O)c1,0.6,-4.7,-16.1,1.4
COc1ccccc1C#Cc1cnc2c(c1)C(=O)N([C@@H](C)CO)C[C@@H](C)[C@H](CN(C)C(=O)CC1CC1)O2,-1.6,-60.0,107.7*,-5.2
COc1ccc2c3c(n(C)c2c1)[C@@H](CO)N(C(C)=O)CC31CCN(C(=O)NC(C)C)CC1,0.1,5.2,.,-5.7
CNC[C@H]1OCCCC[C@@H](C)Oc2ccc(NS(=O)(=O)c3cn(C)cn3)cc2C(=O)N([C@H](C)CO)C[C@H]1C,-1.1,32.7,30.4,6.8
O=C(C[C@H]1C=C[C@@H](NC(=O)CCN2CCCCC2)[C@H](CO)O1)Nc1ccccc1,-0.2,25.3,.,5.1
O=C(c1ccncc1)N1C[C@@H]2[C@H](c3ccccc31)[C@H](CO)N2C(=O)Nc1cccc(F)c1,0.4,-51.8,6.3,0.0

Next section:
structure,KDM4C inh,Pf Dd2 growth,Tcruzi prolif,C diff growth
COc1ccc(S(=O)(=O)N[C@@H]2C=C[C@@H](CC(=O)NCCc3ccccc3)O[C@H]2CO)cc1,-1.8,8.9,-20.2,0.5
O=C(C1CCCC1)N1CC2(C1)[C@@H](c1ccccc1)[C@H](CO)N2C(=O)CC1CC1,0.4,22.7,.,2.1
C[C@H](CO)N1C[C@H](C)[C@@H](CN(C)S(=O)(=O)c2ccccc2)Oc2ccc(NS(=O)(=O)c3ccccc3)cc2CC1=O,-1.3,-39.3,-3.8,4.9
C[C@@H]1CN([C@H](C)CO)C(=O)c2cc(NC(=O)Nc3cccc4ccccc34)ccc2O[C@@H]1CN(C)S(=O)(=O)c1ccccc1,7.6,-6.1,-12.2,-5.8
N#C[C@@H]1[C@@H](c2ccc(C#CC3CCCC3)cc2)[C@H](CO)N1C(=O)Cc1ccccn1,-3.4,-73.6,.,-1.3
C[C@@H]1CN([C@H](C)CO)C(=O)c2cc(N(C)C)ccc2O[C@H]1CN(C)C(=O)NC1CCCCC1,3.1,6.5,-12.4,1.1
COc1ccc2c3c(n(C)c2c1)[C@H](CO)N(C(=O)Nc1ccc(F)cc1)CC31CCN(C(=O)c2ccc3c(c2)OCO3)CC1,-1.6,-88.2*,.,-12.6
CNC[C@H]1Oc2c(NS(=O)(=O)c3ccc(C)cc3)cccc2C(=O)N([C@H](C)CO)C[C@@H]1C,0.1,42.1,-5.8,-2.8
C[C@@H]1CN([C@H](C)CO)C(=O)c2cc(C#CC3CCCCC3)cnc2O[C@@H]1CN(C)Cc1cncnc1,-2.3,-18.7,53.0,1.1
CNC[C@H]1Oc2cc(C#Cc3ccncc3)ccc2S(=O)(=O)N([C@H](C)CO)C[C@@H]1C,2.0,-8.8,.,-1.6

Marked active in Pf Dd2 growth, of those listed so far:
Structure	KDM4C inh	Pf Dd2 growth	C diff growth
C[C@@H]1CCCCO[C@@H](CN(C)Cc2ccc(Cl)c(Cl)c2)[C@H](C)CN([C@H](C)CO)C(=O)c2cc(NC(=O)Nc3ccc(C(F)(F)F)cc3)ccc2O1	11.9	-85.9*	21.0
COc1ccc2c3c(n(C)c2c1)[C@H](CO)N(C(=O)Nc1ccc(F)cc1)CC31CCN(C(=O)c2ccc3c(c2)OCO3)CC1	-1.6	-88.2*	-12.6

Continuation.
structure,KDM4C inh,Pf Dd2 growth,Tcruzi prolif,C diff growth
C[C@H]1CN([C@@H](C)CO)C(=O)c2cc(C3=CCCC3)cnc2O[C@H]1CN(C)C(=O)C1CCOCC1,8.0,27.6,.,-4.1
CCC(=O)Nc1ccc2c(c1)C(=O)N(C)[C@@H]1CC[C@@H](CC(=O)NCCOC)O[C@H]1CO2,-0.7,12.5,15.0,-5.2
C[C@@H]1CN([C@H](C)CO)C(=O)c2cc(NS(=O)(=O)c3cn(C)cn3)ccc2O[C@@H](C)CCCCO[C@H]1CN(C)Cc1ccccc1,-0.7,-10.0,.,1.5
O=C(C[C@@H]1CC[C@@H](NC(=O)c2ccncc2)[C@H](CO)O1)NCCc1ccncc1,-1.2,8.1,.,2.0
COc1ccc(S(=O)(=O)Nc2ccc3c(c2)CC(=O)N([C@@H](C)CO)C[C@@H](C)[C@@H](CN(C)S(C)(=O)=O)O3)cc1,0.5,-0.1,-10.4,0.5
O=C(C[C@@H]1CC[C@@H]2[C@H](COC[C@H](O)CN2Cc2cccc(C(F)(F)F)c2)O1)NCc1ccc(F)cc1,3.7,-9.5,37.4,.
C[C@@H]1CN([C@H](C)CO)C(=O)Cc2cc(NS(=O)(=O)c3cccs3)ccc2O[C@H]1CN(C)C(=O)Nc1ccccc1,0.5,-36.1,13.0,-5.4
COc1ccc2c3c(n(C)c2c1)[C@H](CO)N(C(=O)c1ccncc1)CC31CCN(C(C)=O)CC1,-0.1,5.7,.,-2.2
C[C@@H]1CN([C@@H](C)CO)C(=O)Cc2cc(NC(=O)CCCCCC(=O)Nc3ccccc3N)ccc2O[C@H]1CN(C)S(=O)(=O)c1ccccc1,-2.2,-45.6,32.5,1.5
OC[C@@H]1[C@@H]2c3ccccc3NC[C@@H]2N1CC1CCOCC1,-0.3,6.4,24.4,-0.6

(next part)
structure,KDM4C inh,Pf Dd2 growth,Tcruzi prolif,C diff growth
C[C@@H]1CN([C@@H](C)CO)C(=O)c2cc(NC(=O)c3ccncc3)ccc2O[C@@H](C)CCCCO[C@H]1CN(C)S(C)(=O)=O,2.7,-3.8,50.6,.
C[C@@H]1CN([C@H](C)CO)C(=O)Cc2cc(NC(=O)Nc3ccc4c(c3)OCO4)ccc2O[C@H]1CN(C)C(=O)Nc1ccc2c(c1)OCO2,-0.2,34.6,18.0,-6.0
CC(C)C#Cc1cnc2c(c1)C(=O)N([C@@H](C)CO)C[C@@H](C)[C@H](CN(C)C(=O)c1ccc3c(c1)OCO3)O2,0.5,-54.6,53.7,-5.8
Cc1noc(C)c1NC(=O)N(C)C[C@@H]1Oc2ccc(NC(=O)Nc3ccc(C(F)(F)F)cc3)cc2C(=O)N([C@H](C)CO)C[C@H]1C,-0.6,-18.8,-18.4,2.6
COc1ccc2c3c([nH]c2c1)[C@H](CO)N(Cc1ccccc1OC)CC31CCN(S(=O)(=O)c2ccccc2)CC1,-1.2,-79.1,.,-12.5
CNC(=O)C[C@H]1CC[C@H]2[C@H](COc3ccc(NC(=O)c4cc(C)on4)cc3C(=O)N2C)O1,5.0,-44.5,34.4,.
C[C@H](CO)N1C[C@H](C)[C@@H](CN(C)C(=O)CCC(F)(F)F)OCc2ccccc2-c2ccccc2C1=O,-0.7,33.7,-21.6,-1.8
CN1C(=O)c2cc(NC(=O)c3ccc(F)c(F)c3)ccc2OC[C@@H]2O[C@@H](CC(=O)O)CC[C@H]21,-0.7,0.8,9.1,-6.3
C[C@@H]1CN([C@H](C)CO)S(=O)(=O)c2ccc(C#Cc3ccc(F)cc3)cc2O[C@H]1CN(C)C,-0.2,-5.0,-36.5,9.2
CCCNC(=O)Nc1ccc2c(c1)OC[C@H](C)N(C(=O)CC)C[C@@H](C)[C@@H](OC)CN(C)C2=O,-1.1,-14.0,9.3,.
COc1ccc(S(=O)(=O)Nc2cccc3c2O[C@H](CN(C)Cc2ccc(-c4ccccc4)cc2)[C@H](C)CN([C@@H](C)CO)C3=O)cc1,9.7,-46.3,78.6,-12.1

Outcome played no part in choosing rows; 6.7% or so of the library scored in one or more.
